PolyA inh: inhibitors of polyadenylation in S. cerevisiae; actives 0.02% (n = 300,000); calls only at 12 µM; S. cerevisiae SKY197-pL101 polyadenylation reporter, beta-gal luminescence; efflux-impaired pdr1/pdr3 knockout yeast; score 100 = 6 SD above DMSO;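 active = lowest replicate activity score at least 50, where 100 means six control SD above control mean; inconclusive = lowest score under 50 but half or more replicates reach 50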;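 note: yeast exposed to compound for 9 h at 30 °C; higher score means more reporter readthrough which indicates perturbed polyadenylation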
KCNQ1 block: blocks the human KCNQ1 potassium channel; B-score at 10 µM; CHO-K1 KCNQ1, FluxOR thallium flux fluorescence; stronger effect = higher value; actives 1.3% (n = 310,000); P51787;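 active = compounds whose thallium flux B-score, printed positive for inhibition, exceeds three library SD while starting fluorescence stays within three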;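 note: channel opened by potassium depolarization with thallium stimulus after 20 min compound exposure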
Target sequence (P51787 whole entry, looked up): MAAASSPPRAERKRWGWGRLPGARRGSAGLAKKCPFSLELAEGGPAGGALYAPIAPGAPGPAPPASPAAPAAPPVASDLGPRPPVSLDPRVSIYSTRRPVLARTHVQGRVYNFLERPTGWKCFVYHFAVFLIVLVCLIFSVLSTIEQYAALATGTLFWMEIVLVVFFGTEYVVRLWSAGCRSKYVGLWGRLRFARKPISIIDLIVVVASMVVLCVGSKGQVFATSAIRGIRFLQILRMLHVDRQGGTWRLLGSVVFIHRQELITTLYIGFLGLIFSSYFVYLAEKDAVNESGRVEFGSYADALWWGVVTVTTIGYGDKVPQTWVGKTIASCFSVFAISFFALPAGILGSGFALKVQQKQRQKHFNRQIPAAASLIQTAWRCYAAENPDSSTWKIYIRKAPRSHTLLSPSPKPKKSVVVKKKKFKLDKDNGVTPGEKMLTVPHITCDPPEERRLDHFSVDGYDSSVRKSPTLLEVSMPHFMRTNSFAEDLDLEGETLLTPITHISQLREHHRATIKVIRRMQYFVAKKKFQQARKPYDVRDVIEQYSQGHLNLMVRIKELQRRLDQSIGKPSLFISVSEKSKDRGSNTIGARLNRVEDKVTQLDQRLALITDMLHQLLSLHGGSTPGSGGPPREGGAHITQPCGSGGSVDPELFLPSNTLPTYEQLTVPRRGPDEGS
KCNQ1 pot: human KCNQ1 channel potentiation or activation. B-score at 10 µM. actives 0.35% (n = 310,000). P51787. CHO-K1 KCNQ1, thallium flux FluxOR fluorescence; stronger effect = higher value. AID 2648;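 active = fluorescence ratio B-score, a plate-corrected score, at least three library SD, with initial intensity B-score within 5 SD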
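Assay system: CHO-K1 cells stably expressing KCNQ1. Medium: assay buffer for compound exposure, DMSO matched across wells. Timing: 37 °C overnight plating, 90-min dark dye load, 20-min compound pretreatment. Signal: kinetic FluxOR fluorescence, 10 s baseline plus 110 s post-stimulus.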
KCNK9 inh: blocks the human KCNK9 two-pore domain potassium channel; AID 488922; actives 1.2% (n = 310,000); B-score at 10 µM; Q9NPC2; HEK293 KCNK9, FluxOR thallium flux fluorescence; stronger effect = lower value;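 active = ratio B-score over 3 SD below the library mean, with starting fluorescence within 5 SD of its mean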;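 note: negative B-score means less thallium flux so channel inhibition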
TRPC4 agonist: activators of mouse TRPC4 channel. Q9QUQ5. HEK293 TRPC4beta/mu-opioid, Fluo4 calcium fluorescence; stronger effect = higher value. B-score at 10 µM. actives 0.49% (n = 310,000);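 active = B-score above 5 SD of library B-scores, and initial fluorescence ratio not above library mean plus 5 SD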;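 note: positive B-score marks a calcium rise read as TRPC4 activation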
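System – HEK293 cells stably co-expressing mouse TRPC4beta and mu-opioid receptor · Signal – Fluo4 calcium-sensitive dye fluorescence, kinetic, 1 Hz baseline · Benchmarks – buffer (low) and maximal DAMGO (high) · Read-out – B score of integrated fluorescence ratio per well · Incubation – dye loading 45 min room temperature, 110 s kinetic read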
TRPC4 inh: blocks the mouse TRPC4 cation channel; actives 0.39% (n = 300,000); HEK293 TRPC4beta/mu-opioid, DAMGO-evoked Fluo4 calcium flux; stronger effect = lower value; Q9QUQ5; B-score at 10 µM; AID 2247;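 active = B-score over 3 SD under the library average, no early fluorescence shift, positive overall ratio signal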
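Assay system – HEK293 line stably carrying TRPC4beta and mu-opioid receptor · Doses – single dose · Detection – Fluo4 calcium-dye fluorescence, kinetic read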
TRPC4 PAM: allosteric potentiators of mouse TRPC4 channel; HEK293 TRPC4beta/mu-opioid, DAMGO EC20, Fluo-4 Ca2+ flux; stronger effect = higher value; AID 2227; actives 0.42% (n = 310,000); B-score at 10 µM; Q9QUQ5;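 active = B-score of calcium response area above 5 SD of library B-scores, with initial fluorescence ratio within 5 SD of library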;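 note: B-score of integrated fluorescence ratio over time as area under calcium response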
hERG rescue: compounds protecting human hERG from proarrhythmic drug block | Q12809 | actives 0.51% (n = 310,000) | CHO-hERG, FluxOR thallium flux, dofetilide IC70 present | AID 1511 | activation (rescue from dofetilide block), less the hit threshold, % at 10 µM;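 active = activation above the mean of controls blocked by dofetilide plus 5 SD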;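 note: thallium influx through hERG after potassium depolarization seen as dye fluorescence rise; in these data hits start at about 4.7%; inactives centre near -7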
Dyrk1A ADPGlo: blocks rat Dyrk1A kinase activity. ADP-Glo luminescence, NFATc1 peptide. inhibition, % at 12.5 µM. actives 0.43% (n = 310,000). AID 504441; in the data active = inhibition above about 50%;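 note: plate controls were vehicle with enzyme for no effect and no enzyme for full effect; many of its hits are not listed in these tables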
KCNK3 block: human KCNK3 channel inhibition, primary screen; O14649; CHO-KCNK3 thallium flux, FluxOR fluorescence; stronger effect = lower value; B-score at 10 µM; actives 0.84% (n = 340,000);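 active = B-score under library mean minus 4 SD, starting fluorescence ratio at most library mean plus 5 SD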;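 note: more negative B-score means stronger inhibition of thallium flux through KCNK3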
Target sequence (O14649 whole entry, looked up): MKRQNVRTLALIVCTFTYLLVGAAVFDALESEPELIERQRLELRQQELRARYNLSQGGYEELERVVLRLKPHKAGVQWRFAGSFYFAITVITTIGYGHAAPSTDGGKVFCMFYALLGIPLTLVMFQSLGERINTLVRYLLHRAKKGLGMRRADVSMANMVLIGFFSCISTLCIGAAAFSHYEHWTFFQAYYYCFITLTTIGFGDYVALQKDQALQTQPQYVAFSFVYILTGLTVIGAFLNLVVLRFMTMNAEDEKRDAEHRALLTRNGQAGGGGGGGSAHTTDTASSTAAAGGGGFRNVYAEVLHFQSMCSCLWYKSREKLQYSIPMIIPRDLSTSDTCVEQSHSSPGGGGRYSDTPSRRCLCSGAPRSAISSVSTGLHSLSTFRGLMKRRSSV
Platelet DG rel: platelet dense granule release activity. actives 0.22% (n = 300,000). human platelet-rich plasma, SFLLRN dense granule ATP release, luminescence. AID 1663. inhibition, %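 (compounds screened at 7.5 µM in platelet-rich plasma)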;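 active = mean replicate score, as percent of positive control, at or above 50; inconclusive = mean below 50 but at least one replicate at or above 50; inactive = mean and every replicate below 50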
Active calls of the source: *; i = inactive; ? = inconclusive; . = not tested or not shown.

canonical_smiles,PolyA inh,KCNQ1 block,KCNQ1 pot,KCNK9 inh,TRPC4 agonist,TRPC4 inh,TRPC4 PAM,hERG rescue,Dyrk1A ADPGlo,KCNK3 block,Platelet DG rel
C=C(C)Cc1c(C)nc(-c2ccccc2)[nH]c1=O,i,i,i,i,i,i,i,-6.5,-0.7,i,2.4
CCc1ccc2c(c1)C1(SC(NC(C)=O)=NN1C(C)=O)C(=O)N2C(C)C (configuration not stated),i,i,i,i,i,i,i,-2.2,11.8,i,-5.7
N#C/C(=C\C=C\c1ccccc1[N+](=O)[O-])c1nc(-c2ccc3c(c2)OCO3)cs1,i,i,i,i,i,i,i,-1.9,2.1,i,-2.2
COc1ccc(Cc2nnc(SCC(=O)c3ccccc3)o2)cc1,i,i,i,i,i,i,i,-8.6,10.3,i,12.3
O=[N+]([O-])c1cccc(-c2ccc3nnc(SCc4ccccn4)n3n2)c1,i,i,i,i,i,i,i,-6.0,-3.5,i,7.9
Cn1c(N)c(C(=O)COC(=O)C2(c3ccc(Cl)cc3)CCCC2)c(=O)n(C)c1=O,i,i,i,i,i,i,i,-5.8,-3.5,i,-1.1
CCOC(=O)c1[nH]c2ccc(OC)cc2c1NS(=O)(=O)c1ccc(Cl)s1,i,i,i,i,i,i,i,-3.0,7.9,i,8.0
COCCN1Cc2cccc(C(=O)Nc3cccc(C)c3C)c2C1=O,i,i,i,i,i,i,i,-8.4,4.2,i,0.3
COc1ccc(OC)c(Nc2nc3nonc3nc2N2CCCC(C)C2)c1 (configuration not stated),i,i,i,i,i,i,i,-2.7,-0.4,i,-0.9
CCCCOc1ccc(CSc2nnc(C)n2N)cc1[N+](=O)[O-],i,i,i,i,i,i,i,-5.2,-2.6,i,-2.1
Cc1nc(NNC(=O)c2ccc([N+](=O)[O-])cc2)cc(-c2ccccc2)n1,i,i,i,i,i,i,i,-3.2,4.8,i,-4.7
O=C1/C(=C/c2ccco2)SC(=S)N1CCC(=O)N1CCCCC1CCO (configuration not stated),i,i,i,i,i,i,i,-11.8,-2.0,i,14.8
c1ccc(-c2nc3c4ccccc4ccn3c2CN2CCCCC2)cc1,i,i,i,i,i,i,i,-15.4,-2.1,i,?
COc1ccc(NC(=O)C2CC(=O)n3ncnc3N2)cc1 (configuration not stated),i,i,i,i,i,i,i,0.3,7.9,i,-0.1
CCN(CC(=O)Nc1ccc(NC(C)=O)cc1)C(=O)c1ccc2c(c1)S(=O)(=O)N=C1CCCCCN12,i,i,i,i,i,i,i,-6.7,-5.1,i,-22.1
O=C(Nc1nnc(Cc2ccc(Cl)cc2)s1)c1cccnc1,i,i,i,i,i,i,i,-11.7,-0.6,i,-12.9
O=C(c1ccc(S(=O)(=O)N2CCCCCC2)cc1)N1CCN(c2ccccn2)CC1,i,i,i,i,i,i,i,-4.4,-0.2,i,-14.7
CCc1cc(=O)oc2c(C)c(OC(C)C(=O)NCCCn3ccnc3)ccc12 (configuration not stated),i,i,i,i,i,i,i,-1.1,-2.5,i,15.7
CN1C(=O)C2(Oc3ccccc3C3CC(c4ccccc4)=NN32)c2ccccc21 (configuration not stated),i,i,i,i,i,i,i,-7.8,-3.1,i,-67.1
O=C(NN1CCOCC1)C12CC3CC(CC(C3)C1)C2,i,i,i,i,i,i,i,-7.6,-3.7,i,-1.6
COc1ccc2cc(C(N)=O)/c(=N\NC(=O)c3ccccc3)oc2c1,i,i,i,i,i,i,i,-4.2,17.6,i,2.6
O=C(CCNC(=O)c1ccccc1Cl)Nc1nnc(C2CC2)s1,i,i,i,i,i,i,i,-11.2,2.8,i,-4.7
Cc1ccc(OCC(=O)NCCNC(=O)c2cnccn2)cc1,i,i,i,i,i,i,i,-6.9,-5.6,i,5.3
O=C(NCc1ccc(F)cc1)C1CCCN(S(=O)(=O)c2ccc(Br)s2)C1 (configuration not stated),i,i,i,i,i,i,i,-11.8,-0.2,i,2.9
CC(C)(C)c1nnc2sc(SCC(=O)c3ccccc3)nn2c1=O,i,i,i,i,i,i,i,-5.6,-8.1,i,2.0
COc1ccccc1S(=O)(=O)Cc1ccc(C(=O)NCCCN2CCN(c3ccc(F)cc3)CC2)o1,i,i,i,i,i,i,i,-4.3,-0.6,i,1.0
O=C(NCC(=O)N1CC(O)CC1C(=O)N1CCCC1C(=O)OCc1ccccc1)OCc1ccccc1 (configuration not stated),i,i,i,i,i,i,i,-3.8,-0.8,i,14.6
CC(C)NC(=O)C1CCN(C(=O)c2cc3sccc3n2Cc2ccc(F)cc2)CC1,i,i,i,i,i,i,i,5.0*,-5.3,i,4.0
COc1cccc(CNC(=O)C2CCC(=O)N(C3CC3)C2)c1OC (configuration not stated),i,i,i,i,i,i,i,-9.6,2.7,i,10.0
CCN(Cc1ccccc1)C(=O)C(=O)c1cn(CC(=O)N2CCCC2)c2ccccc12,i,i,i,i,i,i,i,-5.5,-6.5,i,-4.9

As entered above:
CCc1cc(=O)oc2c(C)c(OC(C)C(=O)NCCCn3ccnc3)ccc12 (configuration not stated) @ Dyrk1A ADPGlo = -2.5
CCCCOc1ccc(CSc2nnc(C)n2N)cc1[N+](=O)[O-] @ Platelet DG rel = -2.1

3 compounds out of the list, ordered by molecular weight, ascending:
canonical_smiles,PolyA inh,KCNQ1 block,KCNQ1 pot,KCNK9 inh,TRPC4 agonist,TRPC4 inh,TRPC4 PAM,hERG rescue,Dyrk1A ADPGlo,KCNK3 block,Platelet DG rel
O=C(CCNC(=O)c1ccccc1Cl)Nc1nnc(C2CC2)s1,i,i,i,i,i,i,i,-11.2,2.8,i,-4.7
CN1C(=O)C2(Oc3ccccc3C3CC(c4ccccc4)=NN32)c2ccccc21 (configuration not stated),i,i,i,i,i,i,i,-7.8,-3.1,i,-67.1
O=C(NCc1ccc(F)cc1)C1CCCN(S(=O)(=O)c2ccc(Br)s2)C1 (configuration not stated),i,i,i,i,i,i,i,-11.8,-0.2,i,2.9

(continued)
canonical_smiles,PolyA inh,KCNQ1 block,KCNQ1 pot,KCNK9 inh,TRPC4 agonist,TRPC4 inh,TRPC4 PAM,hERG rescue,Dyrk1A ADPGlo,KCNK3 block,Platelet DG rel
CCn1nnnc1SCC(=O)c1cc(OC)ccc1OC,i,i,i,i,i,i,i,-11.5,-3.3,i,5.2
C[C@H](NC(=O)c1ccc2ccccc2c1)C(=O)N1CCC2(CC1)NCCc1[nH]cnc12,i,i,i,i,i,i,i,-4.6,-3.7,i,1.2
CC1=CC(=O)C=CC1(C)C(Cl)(Cl)Cl (configuration not stated),i,i,i,i,i,i,i,-4.3,3.0,i,-28.5
CC1=C(C(=O)OCc2ccccc2)C(c2cccc([N+](=O)[O-])c2)NC(=O)N1C (configuration not stated),i,i,i,i,i,i,i,-18.5,-3.1,i,-7.1
Cc1ccc(S(=O)(=O)Nc2ccc3c(c2)ncn3C(C)(C)C)cc1,i,i,i,i,i,i,i,-3.0,.,i,-6.1
Cc1ccc(NC(=O)CN(C)S(=O)(=O)c2ccc3c(c2)c(=O)n(C)c(=O)n3C)cc1,i,i,i,i,i,i,i,-11.9,0.8,i,-5.9
Cc1nc(-c2ccc(F)cc2)c(CC(=O)Nc2cc(S(=O)(=O)N3CCCCC3)ccc2C)s1,i,i,i,i,i,i,i,-9.4,7.2,i,10.6
O=C(c1cccnc1)N1N=C(C2CCCCC2)CC1(O)C(F)(F)F (configuration not stated),i,i,i,i,i,i,i,-6.0,-3.1,i,-1.0
COC(=O)c1cc(Br)c(=O)n(-c2ccc(F)cc2)c1,i,i,i,i,i,i,i,-10.2,5.5,i,1.7
O=C(NC1CCCCC1)C(c1ccc(F)cc1)N(Cc1ccc2c(c1)OCO2)C(=O)c1cnsn1 (configuration not stated),i,i,i,i,i,i,i,-1.5,1.4,i,-4.0
O=C(CN1CCN(S(=O)(=O)c2ccccc2)CC1)NC(=O)NCc1ccco1,i,i,i,i,i,i,i,-7.9,7.4,i,5.1
Cc1cccc(OCC(=O)N(Cc2ccc(N(C)C)cc2)C2CCS(=O)(=O)C2)c1 (configuration not stated),i,i,i,i,i,i,i,-6.1,.,i,7.5
Cc1c(C)n(C)c2ccc(C(=O)NCCN3CCOCC3)cc12,i,i,i,i,i,i,i,-8.2,.,i,9.5
Cc1ccc(S(=O)(=O)N2CCN(S(=O)(=O)N3CCCCC3)CC2)cc1C,i,i,i,i,i,i,i,0.3,-1.6,i,0.7
COc1ccc(-c2cc(=O)oc3cc(OCC(=O)N(C)C)ccc23)cc1,i,i,i,i,i,i,i,-3.8,4.0,i,4.1
c1ccc(-c2ccccn2)nc1,i,i,i,i,i,i,i,-10.7,3.9,i,-4.6
CCOc1nc2ccccc2nc1C,i,i,i,i,i,i,i,-2.8,5.6,i,11.5
COc1cc(/C=N/NC(=O)c2cc(-c3cccc(OC(C)C)c3)nc3ccccc23)ccc1O,i,i,i,i,i,i,i,-29.0,9.7,i,-0.6
CCOC(=O)C(C(=O)OCC)C(Nc1cccc(Br)c1)c1ccccc1 (configuration not stated),i,i,i,i,i,i,i,-14.4,-4.6,i,-2.0
CCOc1ccc(NC(=O)CN(C)C(=O)c2ccccc2OCc2c(C)noc2C)cc1OCC,i,i,i,i,i,i,i,-14.8,10.9,i,-4.7
O=C(N/N=C/C(Cl)=C\c1ccccc1)c1ccco1,i,i,i,i,i,i,i,-10.2,0.3,i,13.2
S=c1nccc(-c2cccs2)[nH]1,i,i,i,i,i,i,i,-11.6,.,i,3.3
CC(C)(C)c1cc(CCC(=O)NCc2ccncc2)cc(C(C)(C)C)c1O,i,i,i,i,i,i,i,0.7,3.4,i,-7.9
Cc1ccc(S(=O)(=O)N2CCC(=O)N(C(COCc3cccc(Cl)c3)C(C)C)CC2)cc1 (configuration not stated),i,i,i,i,i,i,i,-2.1,2.2,i,3.6

Only part of the results is shown; rates above refer to the full screens.
